Screening results deposited in PubChem by National Center for Advancing Translational Sciences (NCATS).
KDM4E inh = blocks human JMJD2E demethylase activity. JMJD2E catalytic domain, FDH-coupled NADH fluorescence (FDH is formaldehyde dehydrogenase). Potency, µM (doses to about 57.1 µM), for the others: at the top dose activity change, negative = inhibition, usual class: inhibitors. 230,000 compounds, 1.6% hits; active = well fitted inhibition curve with a large enough effect, not every such curve was filed as active; inconclusive = small, poorly fitted or top-dose-only effect, or another doubt; inactive = no such curve, though single readings can be large or run the other way;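 also: 0% = wells with enzyme and -100% = buffer wells without enzyme; nearly all actives have a fitted effect of over 50% in size; many of its hits are not listed in these tables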
Target sequence (B2RXH2 1-337 limits assumed): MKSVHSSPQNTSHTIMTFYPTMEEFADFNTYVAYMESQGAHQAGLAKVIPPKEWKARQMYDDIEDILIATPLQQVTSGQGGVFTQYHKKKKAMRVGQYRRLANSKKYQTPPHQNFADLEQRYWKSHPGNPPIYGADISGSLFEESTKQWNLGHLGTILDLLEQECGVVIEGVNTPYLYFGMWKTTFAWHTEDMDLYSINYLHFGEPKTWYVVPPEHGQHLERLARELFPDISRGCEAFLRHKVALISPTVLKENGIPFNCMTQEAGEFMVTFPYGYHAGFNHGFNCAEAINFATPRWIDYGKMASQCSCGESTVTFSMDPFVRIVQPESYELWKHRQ
ALDH1A1 block = ALDH1A1 (human) enzyme inhibition | P00352 | AID 1030 | Potency, µM (titrated, usually from 75.3 µM), without a hit: at the top dose activity, negative = inhibition, hits mostly inhibitors | Purified ALDH1A1, NADH fluorescence, propionaldehyde substrate | 220,000 compounds, 7.3% hits; active = well fitted inhibition curve with a large enough effect, not every such curve was filed as active; inconclusive = small, poorly fitted or top-dose-only effect, or another doubt; inactive = no such curve, though single readings can be large or run the other way;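 also: plate controls were no enzyme wells and a reference inhibitor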
TexasRed fluor = counter-screen for TRb-SRC2 inhibitors: fluorescence interference; TRb/SRC2 Texas Red total fluorescence interference; Potency, µM (doses to about 106 µM), for inactives: top-dose fluorescence change, negative = quenching; 280,000 compounds, 0.29% hits; AID 1479; active = well fitted curve in either direction with a large enough effect; inconclusive = small, poorly fitted or top-dose-only effect; also: % is scaled to controls: 0 for no effect and ±100 for the full control effect
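Human TRb ligand-binding domain at 0.6 uM with 20 nM Texas Red SRC2 peptide in Tris buffer containing 1 uM T3 and 5% DMSO, incubated with compound 5 h at ambient temperature. Total fluorescence (555/632 nm) calculated as parallel + 2 × perpendicular.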
Lamin A splicing = LMNA splicing modulation | Potency, µM (series often up to 46.1 µM), inactives show top-dose ratio change, negative = inhibition, usual class: inhibitors | 200,000 compounds, 0.01% hits | HeLa LMNA splicing GFP/RFP minigene ratio, 48 h; active = well fitted inhibition curve with a large enough effect in the signal ratio, with a control signal flat, not every such curve was filed as active; inconclusive = small, poorly fitted or top-dose-only effect, or effect the other way, or a change in a side signal; the % refers to the signal ratio; also: % is scaled to controls: 0 for no effect and ±100 for the full control effect
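S3 HeLa stable clones carrying a lamin A-EGFP splicing minigene plus DsRed2 were seeded at 600 cells/well in Opti-MEM with 2% FBS, pin-dosed and incubated 48 h at 37°C. Acumen cytometry (488 nm) gave the GFP/RFP total-intensity ratio.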
TRb SRC2 PPI = inhibitors of human thyroid hormone receptor beta-SRC2 interaction; TRbeta-SRC2 peptide binding, fluorescence polarization; receptor liganded with 1 µM T3; Potency, µM (top dose mostly 106 µM), for inactives: at the highest dose activity change, negative = inhibition, most hits filed as inhibitors; 280,000 compounds, 0.065% hits; AID 1469;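 also: plate controls were bound peptide for no effect and peptide without receptor for full effect; nearly all actives have a fitted effect of over 50% in size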
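Fluorescence polarization of 20 nM Texas Red SRC2 peptide with 0.6 uM human TRb ligand-binding domain, in Tris buffer with 1uM T3 and 5% DMSO. Incubated 5 hr ambient; normalized to unbound and bound controls.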
RECQ1 inh = inhibitors of human RECQ1 DNA helicase. P46063. RECQ1 DNA unwinding, red fluorescence kinetic read. Potency, µM (series often up to 57.3 µM), without a hit: at the highest dose activity, negative = inhibition, most hits filed as inhibitors. 240,000 compounds, 0.54% hits. AID 2549;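 also: plate controls were vehicle for no effect and no enzyme for full effect; nearly all actives have a fitted effect of over 30% in size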
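50 nM RECQ1T1 preincubated 15 min with compound in Tris pH 8.0 buffer with MgCl2, DTT, Tween-20 and 2.5 ug/ml poly(dI-dC); started with 200 nM TAMRA/BHQ-2 forked duplex and 2 mM ATP. Unwinding read as fluorescence (525/598 nm), two reads 2 h apart.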
RGS12 GoLoco inh = blocks human Gai1 binding to RGS12 GoLoco peptide, red readout; P63096; Gai1:RGS12 GoLoco peptide FP, rhodamine, 10 min; Potency, µM (series often up to 61.6 µM), without a hit: at the top dose activity, negative = inhibition, hits mostly inhibitors; 230,000 compounds, 0.44% hits; active = well fitted inhibition curve with a large enough effect, not every such curve was filed as active; inactive = no such curve, though single readings can be large or run the other way; also: % is scaled to controls: 0 for no effect and ±100 for the full control effect; nearly all actives have a fitted effect of over 30% in size; many of its hits are not listed in these tables
Target sequence (P63096 whole entry, looked up): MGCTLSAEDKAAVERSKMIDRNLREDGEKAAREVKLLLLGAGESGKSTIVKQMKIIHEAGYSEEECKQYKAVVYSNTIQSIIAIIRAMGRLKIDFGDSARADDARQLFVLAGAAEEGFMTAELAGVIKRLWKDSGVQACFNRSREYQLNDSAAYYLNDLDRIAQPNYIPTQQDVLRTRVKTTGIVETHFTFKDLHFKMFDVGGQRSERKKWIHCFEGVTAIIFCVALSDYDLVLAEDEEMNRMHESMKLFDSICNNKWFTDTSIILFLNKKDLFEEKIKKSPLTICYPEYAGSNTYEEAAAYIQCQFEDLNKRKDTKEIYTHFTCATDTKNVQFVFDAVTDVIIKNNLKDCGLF
SMN2 splice up = increases expression of the SMN2 splice variant; HEK293 SMN2-luciferase splicing reporter, luminescence, 30-36 h; Potency, µM (highest dose often 46.1 µM), for inactives: at the top dose activity change, positive = activation, hits mostly activators; 210,000 compounds, 2.8% hits; also: % of control where 0% means no effect; nearly all actives have a fitted effect of over 55% in size
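qHTS luciferase splicing reporter: luminescence rises when SMN2 exon 7 is included in transfected HEK293 cells. Compound exposure lasted 30-36 h at 37C, with 4.5 mM final sodium butyrate as control, followed by a ONE-Glo read.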
The depositor's hits bear a star; i = inactive; ? = inconclusive; . = no result given; & = joins results of further samples; [ ] = another dose, or the depositor's remark. Unless noted, calls follow the shape of the dose curve; as a rule, active = well fitted curve in the direction sought with a large enough effect; inconclusive = small, poorly fitted or top-dose-only effect, or another doubt; inactive = no such curve, though single readings can be large; an effect the other way counts as inactive or inconclusive. Potency is read from the fitted curve at half-maximal effect. This is a subset; the hit share may differ from the screen's.

SMILES	KDM4E inh	ALDH1A1 block	TexasRed fluor	Lamin A splicing	TRb SRC2 PPI	RECQ1 inh	RGS12 GoLoco inh	SMN2 splice up
CN(C)S(=O)(=O)c1ccc(Cl)c(NC(=O)COC(=O)/C=C/c2ccco2)c1	-6%	?	0%	0%[46 µM]	-2%	i	0%	2%
OCc1cc(C(O)CNCCCCCCOCCCCc2ccccc2)ccc1O (configuration not stated)	?	?	-2%&-7%&-4%	?	0%&-1%&-6%	-5%&-6%	-2%&-15%&15%	-83%[inhibitor]
Cn1c([N+](=O)[O-])cnc1COC(N)=O	8%	-2%	-4%	?	2%	-15%	39%	-1%
Cc1nc2c(-c3ccc(F)cc3)c(C)nn2c(C)c1CCC(=O)N1CCN(c2ccc(F)cc2)CC1	-9%	-7%	-6%&0%	-12%	2%&-9%	i	-1%	-8%&-13%
O=C1NC[C@H](Cc2ccc(O)cc2)N(CCc2cccc3ccccc23)C1=O	?	.	27%	.	28%	27%	9%	.
CCc1ccc(N(CC(=O)O)S(=O)(=O)c2c(C)noc2C)cc1	1%	10%	1%	-5%	-11%	-5%	-2%	25%
CCO[C@@H]1OC(C(=O)NCc2ccccc2)=C[C@H](c2csc3ccccc23)[C@H]1CCCO	-2%	?	0%	.	-2%	-3%	2%	.
CNc1cc(CSC)nc(SCc2ccc(Cl)cc2Cl)n1	-2%	-5%	-8%	?	-2%	-18%	5%	-23%
CCN(CC)c1ccc(C(=O)OCC(=O)c2ccco2)cc1	-3%	10%	-1%	-1%	-4%	-5%	2%	9%
CCSc1nc2sc3c(c2c2[n+]1CC(CBr)O2)CCCC3 (configuration not stated)	?	.	1%	.	3%	-7%	-13%	.
Cc1cc(C)cc(N=C(NO)c2cccc([N+](=O)[O-])c2)c1	7%	-9%	0%	-4%	8%	i	4%	-14%
OCC1(Cc2cccc(F)c2)CCN(Cc2cccc3nccnc23)CC1	7%	-1%	-8%	.	-5%	-3%	8%	.
O=C(CN1CCN(Cc2ccccc2F)C1=O)NC1CCCC1	0%	6%	-7%	.	-5%	5%	3%	-35%[inhibitor]
Cc1ccc(OCC(=O)NC2CCCc3ccccc32)c(C)c1 (configuration not stated)	9%	-7%	-1%	?	-4%	-21%	-3%	-10%
CCn1c(=O)c2cc(C(=O)N3CCN(C(=O)c4ccco4)CC3)sc2c2ccccc21	?	?	0%	.	-3%	i	-10%	.
Cc1[nH]nc2c1C1(CCN(C(=O)OCc3ccccc3)CC1)C(C#N)=C(N)O2	-3%	?	-2%	5%	-5%	-13%	8%	?
c1ccc(-c2nc(-c3cccc4ccccc34)c(Nc3ccc4ccccc4c3)o2)cc1	-14%	?	-1%	.	-5%	-11%	2%	9%
COc1cc(/C=N/n2c(-c3ccccc3)n[nH]c2=S)cc(OC)c1O	-1%	.	0%	.	1%	-4%	0%	.
CCOc1cc2c3c(c1)C(C)CC(C)(C)N3C(=O)C2=O (configuration not stated)	11%	0.4µM*	-3%	-2%	4%	-4%	6%	-6%
Cc1noc(C)c1S(=O)(=O)N1CCC(C(=O)N2CCN(c3ccccc3Cl)CC2)CC1	9%	3%	-8%	?	3%	-17%	4%	-53%[inhibitor]
[O-]/C(=C(\C(=S)Nc1ccccc1F)[n+]1ccccc1)c1ccc(-c2ccccc2)cc1	?	18µM*	-5%	-17%[46 µM]	-7%	0%	16%	5%
CCN1CCN(C(=O)NC(c2ccc(C)c(F)c2)C(Cl)Cl)CC1 (configuration not stated)	-11%	?	-1%	-1%[46 µM]	-5%	i	6%	-3%
Cc1ccc(-c2cc(C(=O)N/N=C/C=C/c3ccccc3)n[nH]2)o1	17%	7%	-4%	-8%	6%	i	12%	-16%
Cc1ccc(NC(=O)CN2C(=O)N/C(=C/c3cc(C)n(-c4ccc(C(=O)O)cc4)c3C)C2=O)cc1	?	?	-3%	11%[46 µM]	1%	40µM*	6%	4%
O=C1/C(=C/c2ccc(F)c(F)c2)CSc2sccc21	-5%	12%	-1%	-1%	0%	-1%	-3%	-5%
CCOc1ccc(N(C)S(=O)(=O)c2ccc(C)c(C(=O)OCC(=O)c3c[nH]c4ccccc34)c2)cc1	-9%	0%	0%	5%[46 µM]	7%	?	12%	-12%
CCOC(=O)c1c(NC(=O)CCl)sc(CN(C)C)c1-c1ccccc1	3%	7.1µM*	-3%	?	0%	i	7%	-12%
Cc1cc(NS(=O)(=O)c2ccc(NC(=O)C(c3ccccc3)c3ccccc3)cc2)no1	6%	-1%	-1%	5%	-7%	-13%	8%	6%
O=C(Nc1nnc(C23CC4CC(CC(C4)C2)C3)s1)c1ccc(N2C(=O)CCC2=O)cc1	8%	14%	-5%	?	-16%	-17%	11%	-5%
OCC1(Cc2ccccc2)CCN(Cc2cnn(-c3ccccc3F)c2)CC1	0%	11%	-5%	9%[46 µM]	11%	i	11%	.
NC(=O)COc1ccc(NC(=O)OCc2ccccc2)cc1	5%	9%	-1%	4%	1%	2%	7%	21%
CCN1C(=O)N[C@@H](c2ccccc2)[C@H](C(C)=O)[C@H]1C	-1%[11.4 µM]	7%[13.5 µM]	-4%[11.2 µM]	6%[9.22 µM]	-6%[11.2 µM]	i[11.5 µM]	8%[14.2 µM]	3%[9.22 µM]
CC1(C)CC(=O)C(C=NCCN2CCN(C3CC(=O)N(c4ccc(Cl)c(Cl)c4)C3=O)CC2)=C(O)C1 (configuration not stated)	0%	22µM*	-1%	8%[46 µM]	-5%	-7%	7%	.
CCOc1ccc2c(c1)nc(SCC(=O)c1ccc(Br)s1)n2C	0%	18µM*	-3%	12%	4%	0%	3%	-23%
CCN(CC)CCCNc1nc2cc(OC)c(OC)cc2c2nc(-c3ccccc3)nn12	?	-13%	-9%	-9%	-5%	?	10%	?
Cc1ccc(C)c(-n2c(SCC(=O)N3CCC(C(=O)O)CC3)nnc2-c2cccc(Cl)c2)c1	6%	9%	4%	5%[46 µM]	3%	3%	10%	2%
Cn1nnnc1SCC(=O)Nc1ccc(S(=O)(=O)N2CCOCC2)cc1	2%	?	-4%	.	7%	-6%	2%	.
COc1ccc2nc(SCC(=O)Nc3cc(C)on3)[nH]c2c1	1%	-5%	-7%	-6%	1%	-4%	-12%	-22%
CCCCNC(=O)COC(=O)c1ccccc1F	9%	.	-2%	.	1%	36%[activator]	-1%	.
COc1ccc2c(c1OC)C(=O)OC2Nc1nc(-c2cc3cc(Br)ccc3oc2=O)cs1 (configuration not stated)	?	.	-6%	.	7%	-14%	15%	.
CCn1c(C)nc2cc(C(=O)NNS(=O)(=O)c3ccccc3F)ccc21	3%	1%	13%	14%	-10%	i	59%[activator]	0%
CC(=O)/C(=N/Nc1ccccc1)Sc1nnc(CCc2ccccc2)n1-c1ccccc1	-2%	?	0.35µM*[quencher]	?	?	-14%	4%	0%
COc1ccc(Br)cc1/C=N/NC(=O)c1cc(OC)c(OC)c(OC)c1	?	6%	2%	?	3%	-1%	10%	?
O=C(NCc1ccco1)c1cccc(S(=O)(=O)N2CCc3ccccc32)c1	-8%	?	7%	-5%	1%	-5%	5%	-10%
Cc1nc2cc(-c3ccccc3)nn2c(C)c1CCC(=O)NC(C)c1ccc2c(c1)OCCO2 (configuration not stated)	?	?	-1%	?	1%	-11%	3%	-33%[inhibitor]
N#C/C(=N\Nc1ccc(Cl)cc1)C(=N)N1CCCCCC1	-9%	10%	-2%	-6%[46 µM]	4%	-3%	8%	3.5µM*
CN(C)S(=O)(=O)c1cc(NC(=O)COC(=O)c2ccc3c(c2)OCO3)ccc1Cl	-4%	-14%	-1%	3%	-2%	-14%	.	.
Cc1ccc2ncnc(Nc3ccc(C)c(C)c3)c2c1	5%	3%	-3%	?	-3%	-2%	-3%	-32%[inhibitor]
Cc1ccc2c(c1)nnn2C1CCN(CC(=O)NNC(=O)c2ccco2)CC1	-15%	0%	-1%[53 µM]	-9%[46 µM]	2%[53 µM]	5%	19%	.
COC(=O)C1=C(C(=O)OC)[C@@H]2Nc3ccccc3[C@@]23C[C@@H](C(=O)OC)N(C(=O)c2cccs2)C3=N1	7%[11.4 µM]	17%[13.5 µM]	-4%[11.2 µM]	21%[9.22 µM]	-4%[11.2 µM]	-2%[11.5 µM]	2%[14.2 µM]	-16%[9.22 µM]

Carrying on:
SMILES	KDM4E inh	ALDH1A1 block	TexasRed fluor	Lamin A splicing	TRb SRC2 PPI	RECQ1 inh	RGS12 GoLoco inh	SMN2 splice up
C=CCOC(=O)C(C#N)c1nc2ccccc2nc1N1CCN(Cc2ccccc2)CC1 (configuration not stated)	?	?	2%	5%	-9%	13%	25%	1%
O=C(NCc1ccccn1)C(=O)NCC(c1ccco1)N1CCOCC1 (configuration not stated)	-6%	-14%	0%	11%[46 µM]	3%	-11%	-4%	4%
CCCCCCCCCCCCCCCC(=O)NC(C)C(=O)O (configuration not stated)	6%	-14%	-1%	.	5%	i	6%	-7%
CC1=C(C(=O)N2CCCCCC2)C2(CCC(C)CC2)OC1=O (configuration not stated)	4%	8%	-2%	8%	0%	-9%	-4%	-6%
COc1ccccc1N(CC(=O)NCc1ccco1)S(C)(=O)=O	8%	0%	-1%	27%[46 µM]	-9%	i	6%	-14%
COc1cc2c(cc1OC)C(C)N(C(=O)c1cc3n(n1)C(C(F)(F)F)CC(c1ccco1)N3)CC2 (configuration not stated)	12%	-5%	-4%	-13%	-4%	0%	86%[activator]	-21%
Cc1ccccc1N1C(=O)C2ON(c3ccccc3)C(c3ccncc3)C2C1=O (configuration not stated)	1%	-16%	-1%	4%	5%	-8%	0%	-5%
Cc1ccccc1NC(=O)C1CCN(c2cc(-c3ccccc3)nc3ncnn23)CC1	-3%	?	1%	?	-19%	3%	42%[activator]	-69%[inhibitor]
CCOC(=O)c1sc2c(c1C)c(=O)c(C(=O)OCC)cn2CC	?	?	0%	-1%	1%	-16%	-5%	-12%
O=C1O/C(=C/c2ccccc2)c2ccccc21	?	?	-2%	-3%	9%	1%	20%	9%
